USP1-UAF1 inh = inhibitors of human USP1/UAF1 deubiquitinase. recombinant USP1/UAF1, Ub-Rhodamine cleavage fluorescence. Potency, µM (series often up to 57.1 µM), without a hit: at the top dose activity change, negative = inhibition, actives largely listed as inhibitors. O94782. actives 0.23% (n = 390,000). AID 743255; note: potency is the fitted concentration of half-maximal effect; % is set by controls: 0 for no effect and ±100 for the full control effect; nearly all actives have a fitted effect of over 60% in size; inactives centre near -12
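Step one: compound is pinned into 1nM USP1/UAF1 in HEPES pH 7.8 buffer with TCEP. Step two: 15 min room-temperature incubation. Step three: Ub-Rho (150nM final) starts cleavage, tracked by fluorescence over six one-minute reads.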
rTrxR1 inhibitor = blocks rat thioredoxin reductase 1. AID 588453. Potency, µM (top dose mostly 114 µM), inactives show at the highest dose activity change, negative = inhibition, most hits filed as inhibitors. O89049. actives 1% (n = 390,000). recombinant rTrxR1, NADPH fluorescence consumption, selenite substrate; note: potency is the fitted concentration of half-maximal effect; % is set by controls: 0 for no effect and ±100 for the full control effect; nearly all actives have a fitted effect of over 65% in size
Target sequence (O89049 whole entry, looked up): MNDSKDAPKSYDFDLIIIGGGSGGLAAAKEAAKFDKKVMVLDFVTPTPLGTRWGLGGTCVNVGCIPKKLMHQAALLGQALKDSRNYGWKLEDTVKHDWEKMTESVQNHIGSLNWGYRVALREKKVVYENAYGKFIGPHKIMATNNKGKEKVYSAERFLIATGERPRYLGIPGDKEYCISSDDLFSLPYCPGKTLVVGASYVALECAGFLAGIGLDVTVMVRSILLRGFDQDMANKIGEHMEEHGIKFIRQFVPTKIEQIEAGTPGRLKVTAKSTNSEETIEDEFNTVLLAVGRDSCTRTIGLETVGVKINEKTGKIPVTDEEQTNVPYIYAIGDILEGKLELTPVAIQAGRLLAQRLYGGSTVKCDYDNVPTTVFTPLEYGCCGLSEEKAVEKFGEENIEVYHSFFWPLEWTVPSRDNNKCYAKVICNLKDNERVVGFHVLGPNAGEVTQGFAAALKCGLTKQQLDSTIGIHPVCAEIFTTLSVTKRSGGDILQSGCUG
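Rat TrxR1 (90 nM in the dispensed reagent) was pre-reduced with 400 uM NADPH for 5 min at room temperature, then incubated with compound for 15 min. After 400 uM selenite was added, NADPH fluorescence (Ex 340/Em 450 nm) was followed for 8 min.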
Vif-A3F inh = inhibitors of Vif-A3F interaction | HeLa A3F-eYFP + Vif (tagged APOBEC3F with the HIV-1 protein that degrades it), YFP fluorescence increase | Potency, µM (top dose mostly 46.1 µM), inactives show at the highest dose activity, negative = active | actives 0.2% (n = 390,000); note: potency is the fitted concentration of half-maximal effect; % of control where 0% means no effect; nearly all actives have a fitted effect of over 65% in size
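Fluorescence increase (Ex 488/Em 500-530) after overnight compound treatment at 37 deg C flags inhibition of Vif-driven A3F-eYFP loss in stable HeLa A3F-eYFP/Vif cells seeded overnight beforehand.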
Vif-A3G inh = inhibitors of Vif-APOBEC3G interaction. Q9HC16. HeLa A3G-eYFP + Vif (tagged APOBEC3G with the HIV-1 protein that degrades it), YFP fluorescence, overnight. Potency, µM (series often up to 46.1 µM), for inactives: at the highest dose activity, negative = active, actives largely listed as inhibitors. actives 0.076% (n = 410,000);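 note: potency is the fitted concentration of half-maximal effect; % is set by controls: 0 for no effect and ±100 for the full control effect; nearly all actives have a fitted effect of over 60% in size; hits raise eYFP signal because A3G escapes Vif-driven loss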
Target sequence (Q9HC16 whole entry, looked up): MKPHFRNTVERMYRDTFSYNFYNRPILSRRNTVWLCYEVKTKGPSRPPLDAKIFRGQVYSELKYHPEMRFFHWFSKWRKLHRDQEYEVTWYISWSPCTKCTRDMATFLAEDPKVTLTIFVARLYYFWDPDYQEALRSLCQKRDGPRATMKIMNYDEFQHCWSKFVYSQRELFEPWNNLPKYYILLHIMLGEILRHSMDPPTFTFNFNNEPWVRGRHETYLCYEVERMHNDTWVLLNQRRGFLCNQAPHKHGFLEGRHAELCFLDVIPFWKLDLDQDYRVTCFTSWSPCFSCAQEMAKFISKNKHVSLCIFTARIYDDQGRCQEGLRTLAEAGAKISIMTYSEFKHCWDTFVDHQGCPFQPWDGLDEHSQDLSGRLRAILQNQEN
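HeLa cells stably expressing Vif and C-terminally eYFP-tagged A3G, seeded overnight at 37 deg C, then exposed to compound by pintool overnight at 37 deg C. Rise in yellow fluorescence (Ex 488/Em 500-530, Acumen) marks blocked Vif-driven A3G degradation.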
IDH1 R132H inh = human IDH1 R132H inhibition. O75874. Potency, µM (doses to about 76.6 µM), without a hit: at the top dose activity change, negative = inhibition, actives largely listed as inhibitors. actives 0.093% (n = 390,000). IDH1-R132H enzyme, NADPH consumption, diaphorase/resazurin fluorescence; note: potency is the fitted concentration of half-maximal effect; % is set by controls: 0 for no effect and ±100 for the full control effect; nearly all actives have a fitted effect of over 65% in size
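IDH1-R132H (0.5 ug/mL dispensed) in pH 7.5 Tris buffer was preincubated 30 min with compound, then given a substrate mix of 0.016 mM NADPH and 2 mM alpha-KG for 80 min at room temperature; remaining NADPH was read by diaphorase/resazurin fluorescence.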
Glioma ERSR ind = ER stress response induction in glioma; U87-MG GRP78 promoter luciferase reporter, 16 h; Potency, µM, for the others: top-dose activation, usual class: activators; actives 0.02% (n = 420,000); AID 602332; note: potency is the fitted concentration of half-maximal effect; series mostly up to about 76 µM; % of control where 0% means no effect; nearly all actives have a fitted effect of over 35% in size
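Stably transfected U87-MG glioma cells carrying a GRP78-based luciferase sensor; 16 h compound incubation. Luminescence end-point read 10 min after Bright-Glo addition at room temperature.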
LDHA inh = blocks human lactate dehydrogenase A; purified LDHA, NADH/diaphorase-resazurin fluorescence; stronger effect = lower value; P00338; AID 1347041; actives 0.15% (n = 480,000); activity change, % (values are at about 110 or 230 µM); in the data active = activity change below about -30%; inconclusive = mostly about -25% to -30%;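 note: plate controls were DMSO wells for no effect and wells without enzyme for full effect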
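Remaining NADH was detected by diaphorase (0.133 mg/mL) converting 37 µM resazurin to fluorescent resorufin, read at 0 and 20 minutes. The preceding 5-minute room-temperature reaction used 2 nM LDHA, 0.2 mM sodium pyruvate and 0.06 mM NADH at pH 7.4.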
TrxR1 substrate = is turned over as a substrate by rat TrxR1 | O89049 | purified TrxR1 substrate turnover, NADPH consumption readout | Potency, µM (top dose mostly 114 µM), inactives show at the highest dose activity change, negative = substrate turnover | actives 0.01% (n = 390,000); note: potency is the fitted concentration of half-maximal effect; % is set by controls: 0 for no effect and ±100 for the full control effect; nearly all actives have a fitted effect of over 50% in size
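Rat TrxR1, dispensed at 90 nM, was prereduced with 400 uM NADPH (final) for 5 min at ~22 deg C, then incubated with compound 15 min before 400 uM selenite. A first-read NADPH fluorescence drop versus no-compound background flagged substrates.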
RGS4 inh = blocks human RGS4-accelerated GTP hydrolysis; P49798; Transcreener GDP fluorescence polarization, RGS4-accelerated GTP hydrolysis; Potency, µM (series often up to 114 µM), without a hit: at the highest dose activity change, negative = inhibition, hits mostly inhibitors; actives 0.039% (n = 390,000); AID 504845; note: potency is the fitted concentration of half-maximal effect; % is set by controls: 0 for no effect and ±100 for the full control effect; nearly all actives have a fitted effect of over 75% in size; some results filed as inactive show a strong effect at the top dose
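MLSMR compounds (23 nl, pin-transferred) preincubated 10 min at room temperature with a 500nM (2x) first reagent, then RGS4 at 900nM (2x) plus Transcreener GDP mix added; fluorescence polarization (620/688 nm) read before and after 90 min at 30 °C.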
Starred values were filed as active, the others as inactive; ? = inconclusive; nt = not tested or not shown; [ ] = dose if it differs, or a comment. Unless noted, calls come from the whole dose curve; as a rule, active = well fitted curve in the direction sought with a large enough effect; inconclusive = small, poorly fitted or top-dose-only effect, or another doubt; inactive = no such curve, though single readings can be large; an effect the other way counts as inactive or inconclusive. This is a subset (hit frequency here may not be typical).

Structure	USP1-UAF1 inh	rTrxR1 inhibitor	Vif-A3F inh	Vif-A3G inh	IDH1 R132H inh	Glioma ERSR ind	LDHA inh	TrxR1 substrate	RGS4 inh
CC(=O)OCC1OC(OCc2cn(C[C@H]3CC[C@@H]([C@@H]4CC[C@H](Cn5cc(COC6OC(COC(C)=O)C(OC(C)=O)C(OC(C)=O)C6OC(C)=O)nn5)O4)O3)nn2)C(OC(C)=O)C(OC(C)=O)C1OC(C)=O (stereo partly drawn)	-2%	11%	-2%	2%	-6%	-3%	-8	2%	13%
Cc1oc(S(=O)(=O)N2CCOCC2)cc1C(=O)Nc1ccc(F)cc1	4%	19%[57.1 µM]	1%	-1%	5%	-7%	-4	-11%	-19%
COc1ccc(CCNc2ccc(C(CC(N)=O)NC(=O)Cc3cccc4ccccc34)cc2[N+](=O)[O-])cc1 (stereo not drawn)	-9%	10%	-3%	0%	-6%	-3%	-11	-5%	13%
CS(=O)(=O)Nc1ccc(C2=NN(C(=O)CCCC(=O)O)C(c3cccs3)C2)cc1 (stereo not drawn)	-13%	?	-13%	0%	-14%	-3%	-5	616%[activator]	4%
C=CCn1c(=O)n(C)c2c(=O)n(C)c(=O)n(C)c21	-4%	42%[activator]	1%	2%	16%	-2%	-1	8%	13%
O=C(C1=C[C@@H](c2ccc(Br)cc2)C[C@@H](OCc2ccc(CO)cc2)O1)N1CCN(Cc2ccccc2)CC1	?	-4%	-14%	-10%	-6%	-1%	0	2%	-3%
COC(=O)c1c(C(=O)OC)c(-c2ccc(C)cc2)n2c1CCC2	-11%	14%	-7%	-5%	-2%	-2%	-6	1%	3%
CCc1cc2c(=O)c(Oc3ccccc3F)c(C)oc2c(CN(C)C)c1O	-10%	86%[activator]	6%	0%	6%	-3%	1	nt	-19%
Cc1cccc(C(=O)NC(=S)N2CCN(C)CC2)c1	-13%	-3%	2%	-2%	0%	-5%	-3	8%	-5%
O=S(=O)(NC1c2cccc3cccc(c23)C1Sc1ncccn1)c1ccccc1 (stereo not drawn)	-11%	8%[11.4 µM]	-8%	-2%	2%	-5%	1	-3%[11.4 µM]	-1%
C=CCn1c(SCC(=O)N2CCCC2=O)nc2sc(CC)cc2c1=O	-13%	-3%	1%	2%	0%	-2%	-1	-9%	-17%
Cc1ccc2c(CC(=O)Nc3ccccc3C(F)(F)F)coc2c1C	0%	11%	2%	3%	-13%	-5%	-2	-2%	8%
CCN(C(=O)c1cn(CC)c(=O)c2cc(OC)c(OC)cc12)c1ccc(C)c(C)c1	-8%	0%	2%	0%	-11%	-2%	-7	-4%	2%
CC(C)C(=O)Nc1ccc(Cc2ccc(NC(=O)C(C)C)c(O)c2)cc1O	-6%	-6%	-3%	1%	5%	-4%	1	-12%	25%
CC1(C)COC(c2cc3c(cc2Br)OCO3)OC1	-17%	-2%[2.29 µM]	-4%	0%	9%	3%	5	-8%[57.1 µM]	9%
CC1(C)CC2CC(C)(CN2C(=O)COC(=O)CNC(=O)c2ccc(Cl)c(Cl)c2)C1 (stereo not drawn)	-5%	0%	-3%	-6%	0%	-3%	-3	-9%	9%
O=C(Nc1nnc(C2CC2)o1)c1ccc(S(=O)(=O)N2CCCc3ccccc32)cc1	-20%	12%	?	-5%	-4%	-4%	-2	0%	0%
CCCc1cc(=O)oc2cc(C)cc(OCC(=O)NCCCN3CCCC3=O)c12	-27%	18%	-11%	-1%	-9%	-3%	0	130%[activator]	27%
CCc1nc2sc(C)c(C)c2c(=O)n1CCO	-22%	-2%	5%	-5%	1%	-5%	-6	-4%	-24%
CCC(CC)=NNc1ccc(S(N)(=O)=O)cc1[N+](=O)[O-]	-6%	26%[57.1 µM]	0%	2%	-2%	0%	1	3%[57.1 µM]	-8%[56.9 µM]
CC(C)(C)c1cc(OC(=O)c2ccccc2F)ccc1O	-21%	18%[57.1 µM]	-28%	-9%	8%	-11%	20	-8%[57.1 µM]	-5%
O=C(Nc1c(C(=O)O)oc2ccccc12)c1ccc(C(F)(F)F)cc1	-13%	11%[57.1 µM]	-5%	1%	18%	3%	-2	5%[57.1 µM]	-1%
CC(c1ccccc1)n1c(CO)nc2ccccc21 (stereo not drawn)	-5%	0%	0%	-2%	-3%	-1%	-11	-1%	-6%
CC(=O)c1ccc(NC(=O)CSc2nnc(-c3ccncc3)o2)cc1	-6%	-9%	?	-1%	1%	-1%	-6	-11%	17%
CCC(C)NC(=O)c1ccc(N2CCC3(CC2)OCCO3)c([N+](=O)[O-])c1 (stereo not drawn)	-2%	-22%	-1%	-7%	6%	4%	-21	-7%	6%
NC(=O)CN1C(=O)C(=O)N(Cc2ccc(F)cc2)C1=O	-23%	3%	2%	1%	-2%	-4%	-3	-1%	-6%
CC(=O)c1cccc(NC(=O)C(C)OC(=O)Cc2n[nH]c(=O)c3ccccc23)c1 (stereo not drawn)	-15%	-3%	-8%	-4%	6%	0%	-5	-8%	12%
Nc1c(C(=O)Nc2ccccc2)sc2nc(N3CCOCC3)c3c(c12)CCCC3	-23%	nt	-11%	-3%	-4%	-6%	1	nt	nt
CCCCNC(=O)NNC(=O)c1ccco1	-2%	9%	2%	2%	5%	-3%	-16	4%	-3%
CCOC(=O)c1c(CN2CCCCC2)n(C)c2ccc(OC)c(S(=O)(=O)c3ccccc3)c12	-19%	-4%[57.1 µM]	-2%	1%	-2%	-3%	-1	-1%[57.1 µM]	20%
c1ccc(Oc2cnc3ccccc3n2)cc1	-14%	17%	-3%	-7%	3%	-2%	-6	-4%	3%
N#C/C(=C/c1ccc(N2CCOCC2)o1)C(=O)NC1CCCCC1	?	?	22µM*	11µM*	3%	4%	-3	-28%	3%
CCCCOC(=O)N1CCOCCOCCOCC1	-16%	26%	17%	-4%	2%	-2%	-7	4%	0%
CCc1ccc2c(c1)c(=O)c(S(=O)(=O)c1ccc(F)cc1)cn2CC(=O)Nc1ccccc1OC	-34%	22%	1%	3%	16%	-3%	-1	1%	2%
COc1ccc(CCNC(=O)CSc2nnc(CNC(=O)c3cc(OC)c(OC)c(OC)c3)o2)cc1OC	-15%	10%	1%	0%	-5%	2%	-3	-1%	4%
Cc1[nH]c(-c2ccc3c(c2)OCO3)nc1C(=O)O	-6%	7%[57.1 µM]	-3%	-2%	9%	1%	2	18%[57.1 µM]	6%
O=C(CSc1ccc2nnc(-c3ccccc3)n2n1)NCc1ccco1	-5%	?	-9%	3%	-6%	-4%	-1	-1%	-9%
O=C(N/N=C/c1ccccn1)c1ccc(N/N=C/c2ccccn2)cc1	-16%	9%	1%	3%	-5%	-2%	-2	3%	-12%
CCN(CC(=O)NCCCN1CCOCC1)S(=O)(=O)c1ccc(Cl)cc1	-14%	17%[57.1 µM]	10%	-2%	6%	-1%	-1	7%[57.1 µM]	-2%
Cc1cc(C)c(OCC(=O)Nc2cc(C(=O)O)cc(C(=O)O)c2)cc1C	-15%	-7%[57.1 µM]	0%	-4%	5%	-3%	-7	-2%[57.1 µM]	-9%
O=S(=O)(c1ccc(F)cc1)N1CCC(n2c(C(F)(F)F)nc3cccnc32)CC1	-17%	8%[57.1 µM]	-2%	-1%	-1%	-2%	-7	1%[57.1 µM]	-7%
C=C(C1=CCN(S(=O)C(C)(C)C)[C@H]1CCO)c1ccccc1 (stereo partly drawn)	1%	?	-7%	-5%	-9%	-3%	-6	2%	14%
O=C(OCc1ccccc1)N1CCC2CC1c1ccc(Cl)cc12 (stereo not drawn)	-5%	nt	-9%	-1%	10%	1%	-6	nt	nt
NS(=O)(=O)c1ccc(CCNC(=O)c2ccc3nccnc3c2)cc1	6%	3%[11.4 µM]	22%	1%	0%	-4%	14	10%[57.1 µM]	30%
C=CCn1c(=O)c(C(=O)Nc2cc(C)ccn2)c(O)c2ccccc21	-7%	16%[57.1 µM]	-10%	0%	4%	5%	-5	-5%[57.1 µM]	-10%
COc1ccc(CCNc2ncnc3c2nnn3Cc2ccccc2)cc1OC	-3%	37%[11.4 µM]	1%	0%	-2%	-2%	-9	-12%	8%
Cc1csc(NC(=O)CSc2nnc(NC(=O)COc3ccccc3)s2)n1	-17%	6%	3%	-7%	1%	-2%	-5	-9%	-16%
COc1ccc(-c2cc(CCCC(=O)NCCc3ccccc3)no2)cc1	-14%	9%	-5%	0%	-3%	-11%	-14	-4%	10%
Cc1ccc(OCCCN2C(=O)C(=O)c3cccc(C)c32)cc1	-21%	-18%	6%	4%	5%	3%	-1	-6%	-24%
O=C(CC1Oc2ccc(Cl)cc2NC1=O)NC1CCCCCC1 (stereo not drawn)	-6%	-3%[57.1 µM]	-11%	-2%	-5%	-4%	-7	3%[57.1 µM]	-7%

High-throughput results deposited in PubChem BioAssay by National Center for Advancing Translational Sciences (NCATS).
